Calpain2 inh: calpain II (pig) inhibition | purified calpain II, fluorogenic peptide substrate, 30 min | inhibition, % at 16 µM | 220,000 compounds, 0.37% hits | AID 1236;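 active = inhibition above about 50%, limit read from the data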
p97 ATPase inh: human p97 ATPase inhibition. recombinant p97 ATPase, Kinase-Glo ATP luminescence, 3 h. inhibition, % at 8 µM. P55072. 220,000 compounds, 0.42% hits. AID 1481; in the data active = inhibition above about 15%;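 note: 0% = DMSO vehicle and 100% = wells lacking enzyme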
Runt-CBFb FRET: inhibitors of human RUNX1 Runt domain binding to CBFb; Q01196+Q13951; Cerulean-Runt/Venus-CBFb FRET ratio 530/480, 1 h; inhibition, % at 20 µM; 220,000 compounds, 0.46% hits; AID 1496;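 active = inhibition over about 50% at 20 µM in the single-dose screen, limit read from the data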;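 note: 0% = DMSO wells and 100% = excess unlabeled CBFb competitor control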
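test system = Cerulean-tagged RUNX1 Runt domain (FRET donor) fusion protein | reagent = Venus-CBFb binding partner, 100 nM | incubation = protein complex preformed 1 h, compound exposure 1 h, room temperature, dark | detection = FRET fluorescence | read-out basis = loss of energy transfer signal | controls = 5 µM unlabeled CBFb as full-inhibition high control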
RBBP9 inh: inhibitors of human serine hydrolase RBBP9 | recombinant RBBP9, FP-Rh probe fluorescence polarization | inhibition, % at 7.94 µM | 220,000 compounds, 0.2% hits | O75884;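 active = inhibition above the campaign mean of all tested compounds plus 3 SD, cut at about 14% in these data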;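 note: plate controls were DMSO wells with RBBP9 for no effect and wells lacking RBBP9 protein for full effect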
Target sequence (O75884 whole entry, looked up): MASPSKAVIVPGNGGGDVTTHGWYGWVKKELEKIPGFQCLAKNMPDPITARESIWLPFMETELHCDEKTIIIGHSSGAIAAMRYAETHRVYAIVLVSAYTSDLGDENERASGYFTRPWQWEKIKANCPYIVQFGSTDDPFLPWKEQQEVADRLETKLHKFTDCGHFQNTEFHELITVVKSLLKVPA
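System: RBBP9 protein | Quantity: 2.5 µM RBBP9 dispensing solution, before mixing | Reagent: FP-Rh probe, 375 nM dispensing solution | Timing: Enzyme-compound preincubation 30 min, then probe labeling 45 min, 25 °C | Measured by: Fluorescence polarization | Read-out: % inhibition | Replication: One well per compound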
EBV gp42 inh: EBV gp42 inhibition. Q1HVG2. Fluorescence polarization binding assay, mP read-out. inhibition, % (tested at 21.74 µM). 220,000 compounds, 0.42% hits. AID 1085; in the data active = inhibition above about 50%
Target sequence (Q1HVG2 whole entry, looked up): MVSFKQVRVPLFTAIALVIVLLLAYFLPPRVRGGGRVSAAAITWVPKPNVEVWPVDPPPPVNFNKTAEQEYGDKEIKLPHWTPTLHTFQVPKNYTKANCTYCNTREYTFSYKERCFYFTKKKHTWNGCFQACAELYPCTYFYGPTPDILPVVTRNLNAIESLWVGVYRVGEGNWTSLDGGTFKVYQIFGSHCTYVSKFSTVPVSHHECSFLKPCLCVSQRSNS
Furin inh: inhibitors of human furin; purified furin, fluorogenic substrate cleavage; inhibition, % at 30 µM; 220,000 compounds, 0.061% hits; in the data active = inhibition above about 25%; note: inactives centre near -15
Runt-SMMHC FRET: blocks binding of human RUNX1 Runt domain to CBFb-SMMHC | inhibition, % at 20 µM | 220,000 compounds, 0.74% hits | Q01196+Q13951 | AID 1434 | Cerulean-Runt/Venus-CBFb-SMMHC FRET ratio 530/480, 1 h;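 active = mean inhibition across duplicate retests at 20 µM reaching about 50%, limit read from the data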;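 note: 0% = DMSO wells and 100% = wells with excess untagged CBFb-SMMHC; inhibitors lower the FRET ratio by blocking Runt binding to CBFb-SMMHC; some results filed as inactive read as strong as hits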
NCF1 inh: blocks human p47phox regulatory protein of NADPH oxidases; P14598; 220,000 compounds, 0.53% hits; inhibition, % at 24.7 µM; p47phox/p22phox peptide binding, fluorescence polarization, 2 h;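 active = inhibition above about 30%, limit read from the data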;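 note: 0% = p47phox with labelled peptide and 100% = labelled peptide alone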
Target sequence (P14598 whole entry, looked up): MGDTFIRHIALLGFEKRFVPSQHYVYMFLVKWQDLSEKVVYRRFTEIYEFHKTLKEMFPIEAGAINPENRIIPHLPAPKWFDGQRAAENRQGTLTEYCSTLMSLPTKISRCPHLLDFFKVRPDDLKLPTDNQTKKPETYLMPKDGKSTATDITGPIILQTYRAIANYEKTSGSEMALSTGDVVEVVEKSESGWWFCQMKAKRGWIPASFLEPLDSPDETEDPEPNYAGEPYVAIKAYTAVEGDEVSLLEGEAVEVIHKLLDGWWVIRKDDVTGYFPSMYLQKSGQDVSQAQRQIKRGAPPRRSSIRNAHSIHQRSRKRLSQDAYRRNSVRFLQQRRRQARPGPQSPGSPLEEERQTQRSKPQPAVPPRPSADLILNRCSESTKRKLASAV
Tb hexokinase: T. brucei hexokinase 1 inhibition | recombinant TbHK1, G6PDH-coupled NADH A340 | inhibition, % at 10 µM | 220,000 compounds, 0.11% hits;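 active = inhibition of 50% or more in the single-dose primary screen; inactive = inhibition below 50%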
Active calls of the source: *; . = not tested or not shown; & = joins results of further samples; [ ] = remark or other dose.

SMILES	Calpain2 inh	p97 ATPase inh	Runt-CBFb FRET	RBBP9 inh	EBV gp42 inh	Furin inh	Runt-SMMHC FRET	NCF1 inh	Tb hexokinase
CC1CCCC(C)N1c1nnc(N)s1 (centres undefined)	24	-5	-1	-10	-14	-6	1	-7	6
NC(=S)Nc1cnc2ccccc2c1	-20	-3	0	-5	-7	-15[20 µM]	-5	-8	-10
CCN1CCCC1CNC(=O)COc1cc(=O)n(C)c2ccccc12 (centres undefined)	-15	3	0	-5	-12	-33	1	-10	1
S=c1[nH]nc(-c2cccnc2)n1-c1ccccc1	-22	-3	15	-11	-8	-12[20 µM]	24	8	0
COc1ccc(-c2cc(C(F)(F)F)nc(N3CCN(C)CC3)n2)cc1OC	-45	-3	-1	2	-16	-5	-1	-10	-26
N#CC1=C(N)N(c2ccccc2Sc2ccccc2)C(=O)C1	-28	-5	-7	-8	-1	-16	-10	-16	4
N#Cc1cnn(Cc2ccccc2)c1N	23	5	0	0	5	-23	3	17	6
CC(=O)c1ccc(OCCCC(=O)Nc2ccc(C)c(S(=O)(=O)N(C)C)c2)cc1	1	1	0	2	-19	-11	2	-4	31
COc1ccc(-c2cc(N3C(=O)Nc4ccccc4N3O)n[nH]2)c(OC)c1	-10	4	-2	-8	-1	-21	-1	4	-4
Cc1ccc(CN2C3=NCCCN3c3ccccc32)cc1	13	-1	-1	-6	-17	-13	4	-8	7
Cc1ccc(S(=O)(=O)Nc2nc(C)c(C(=O)Nc3ccccc3)s2)cc1	-10	-6	0	-7	0	-10	-1	-2	11
CC(C)Sc1nc2ccccc2c(=O)[nH]1	-8	4	0	-4	-2	-14[20 µM]	1	-7	-2
CCCCn1c(SCC(=O)Nc2nnc(C)s2)nnc1-c1ccncc1	2	-5	-2	-3	8	-7	-2	6	6
COCCn1c(=S)[nH]c2cc(C(=O)NC(C)C)ccc2c1=O	-20	4	0	-1	-6	-16[20 µM]	-1	-7	0
CCCCCCN=C1CC(C)(C)CC(=O)/C1=C(/O)CCC	-9	-5	-4	-8	-13	-12	0	-18	-4
C=CCn1c(=N)n(CC(=O)c2cccc([N+](=O)[O-])c2)c2ccccc21	-15	8	0	-6	2	-17	-6	8	11
CCN(CC)c1nc(-c2nn[nH]n2)nc(N(CC)CC)n1	-1	7	1	-2	-17	-16	-1	-8	0
O=C(CC(Nc1ccc(F)cc1)c1ccccc1)c1ccccc1 (centres undefined)	7	-3	0	-2	6	-16	-2	-13	0
O=C(CN(C(=O)c1ccccc1Cl)N1C(=O)CCCC1=O)c1ccc(Cl)cc1	17	3	-1	-2	-9	-19	-4	-38	0
CCOC(=O)c1ccccc1NC(=O)Cn1c(=O)n(Cc2ccccc2)c(=O)c2c(C)c(C)sc21	14	-3	1	-11	5	0	5	-7	-8
CC(C)(C)NC(=O)COc1ccc(CNc2ccc3[nH]c(=O)[nH]c3c2)cc1	-49	8	1	-1	-11	-10[20 µM]	-7	-1	4
Cc1cc(=O)oc2c1c(C(F)(F)F)nn2-c1ccccc1	-16	-1	0	-2	-12	-35	-3	-9	-6
Cc1cc(=O)[nH]c(SCC(=O)Nc2cccc3ccccc23)c1C#N	-5	-1	10	2	-14	0[20 µM]	3	-7	0
COc1cc(NC(=O)C2CCN(S(=O)(=O)c3cnc[nH]3)CC2)cc(OC)c1OC	-52	-3	-2	1	-5	-8[20 µM]	0	-7	-7
CCCn1c(=N)n(CC(O)COc2cccc(C)c2)c2ccccc21 (centres undefined)	-14	-1	1	-3	2	-24	4	-7	3

Remaining list, next part:
SMILES	Calpain2 inh	p97 ATPase inh	Runt-CBFb FRET	RBBP9 inh	EBV gp42 inh	Furin inh	Runt-SMMHC FRET	NCF1 inh	Tb hexokinase
Cc1cc(C)c2c3c(sc2n1)C(=O)N(c1ccccc1C)CC(=O)N3	6	-2	0	-10	-8	-8	-3	2	-7
O=C(Nc1ccc(F)cc1)C1CC(=O)n2cnnc2N1 (centres undefined)	3	3	0	-13	-3	-22	3	28	0
CCOC(=O)C1=C(C(F)(F)F)Nc2ncnn2C1c1ccc(OC)c(OC)c1OC (centres undefined)	-7	2	-1	2	-10	-23	2	-10	-8
Cc1cccc(NC(=O)c2sc3nc4c(c(-c5cccs5)c3c2N)CN(C)CC4)c1	-8	5	18	-8	6	-12[20 µM]	0	-7	-18
CC1CCN(S(=O)(=O)c2ccc3c(c2)c(=O)c(C(=O)NCc2ccco2)cn3C)CC1	-51	3	-11	-1	11	-11	-16	-9	-7
O=C(CCN1CCN(Cc2ccccc2)CC1)Nc1ccccc1Cl	-14	-4	0	-1	2	-11	-4	1	-5
CCOC(=O)c1cnc2c(C)c(Cl)ccc2c1Nc1ccc(S(=O)(=O)Nc2ncccn2)cc1	23	4	-23	-3	7	-16	-2	4	-5
CCc1cccc(NC(=O)CN(C)S(=O)(=O)c2cccc3cccnc23)c1	0	-4	-2	-4	-1	-26	0	-11	5
O=c1cc(/C=C/c2ccccc2)oc2ccccc12	-5	-2	1	-6	1	5[20 µM]	0	-20	-60
CCC(C)NC(=O)Cn1nc(C(F)(F)F)c2c1CCC2 (centres undefined)	-29	0	1	-4	-12	-21	0	-1	-3
CCCCOc1cccc(NC(=O)CSc2nncn2C)c1	-4	1	0	1	-17	4	-4	2	18
COc1ccc(N2CCN(C(=O)Cc3nn(C)c(=O)c4ccccc34)CC2)cc1	-11	-1	2	-3	-16	-22[20 µM]	0	-1	-1
O=C1C(=O)N(CCCn2ccnc2)C(c2cccnc2)/C1=C(/O)c1ccccc1 (centres undefined)	.	2	.	-4	.	-19[20 µM]	.	.	-6
Cc1cccc(NCC(=O)N/N=C\c2c[nH]c3ccccc23)c1	8	3	.	-5	3	-10	2	-3	-7
Cn1cnc([N+](=O)[O-])c1NC(C)(C)C	24	-3	2	-1	-5	-5[20 µM]	-7	-4	-12
O=C(Nc1nccs1)c1ccc(COc2ccccc2Br)o1	10	0	0	-8	-10	-25[20 µM]	4	-20	-5
Cc1nc(NC(=O)c2ccc([N+](=O)[O-])cc2Cl)sc1C(=O)N(C)C	-25	0	11	-5	-16	-8	4	8	-14
CCN(CC)c1nc(C)nc2c1cnn2CCc1ccccc1	-9	-9	-1	4	-20	0[20 µM]	0	-5	-6
O=C(CCc1nnc(Cc2c[nH]c3ccccc23)o1)NC1CCCC1	-21	4	2	-8	-9	-24	-1	-2	8
Cc1ccc(CNC(=O)CSc2nc3ccsc3c(=O)n2NC(=O)c2ccccc2)cc1	3	2	1	-3	-16	-8[20 µM]	2	-10	-3
c1ccc(Cc2nnc3sc(-c4ccccn4)nn23)cc1	-38	2	5	4	-13	-13[20 µM]	0	-10	-1
Cn1cnnc1SC(C(=O)c1ccccc1)c1ccccc1 (centres undefined)	-4	2	-1	-3	-6	-6	-2	-13	8
CC(C)CNC(C)C(=O)Nc1ccc(S(N)(=O)=O)cc1 (centres undefined)	21	-3	1	-12	-4	-20	3	-1	6
CCc1nc2ccccc2n1CCC(C)C	-37	0	0	-6	-3	-9	1	-2	-3
COCCNC(=O)c1onc(CSc2cccc(C)c2)c1C(=O)O	0	2	-2	3	-14	-19[20 µM]	-1	1	-2

Continuation:
SMILES	Calpain2 inh	p97 ATPase inh	Runt-CBFb FRET	RBBP9 inh	EBV gp42 inh	Furin inh	Runt-SMMHC FRET	NCF1 inh	Tb hexokinase
COc1ccc(-c2cc3nc4c(c(N5CCC6(CC5)OCCO6)n3n2)CCC4)cc1	-57	-2	-1	-4	-33	-22	4	-21	-22
O=C(Cc1cc(=O)[nH][nH]1)N/N=C/C=C/c1ccccc1	15&5	-3&-9	-2&3	1&-12	1&-7	-1&-4[20 µM]	4&2	-8&-12	-4&-8
COc1ccc2c(c1)C(=O)C(=O)N2	9	7	9	-7	-10	-25	-4	-6	1
NNC(=O)Cn1c(COc2ccc(Cl)cc2)nc2ccccc21	11	-6	1	-5	4	-16	1	1	5
O=C(Nc1cccc(NC(=O)c2ccco2)c1)c1cnccn1	-16	-4	0	-8	-11	5[20 µM]	-6	-22	16
COCCSc1ccccc1C(=O)Nc1ccncc1	-32	1	1	-12	-7	-17[20 µM]	-1	-15	-4
COC(=O)N/N=C/c1cccc(OC(=O)c2ccc3c(c2)OCO3)c1	10	1	0	-2	-6	-35	1	-7	-3
Cc1ccc2[nH]c(=O)c(CN(Cc3ccccc3)C(=S)NCCCN(C)C)cc2c1	13	2	.	-2	-1	-11	.	-7	-6
CN(C(=O)COC(=O)C(Cc1ccccc1)NC(=O)c1ccccc1)c1ccccc1 (centres undefined)	29	-9	0	-13	-3	-12	1	2	-4
C=C(C)Cn1c(Sc2nnc(C)s2)nc2c1c(=O)[nH]c(=O)n2C	-12	4	2	-2	-3	1	4	-9	2
CCCCCSc1nc(N2CCOCC2)c2c(c1C#N)CC(C)(C)OC2	-38	5	-5	-10	7	2	-5	-13	6
Cc1noc(C)c1C(=O)OCC(=O)/C=C1\N(C)c2ccccc2C1(C)C	-49	-4	-2	-5	-26	-1	4	-43	-39
COc1cccc(-n2nnc3c(=O)n(Cc4ccccc4F)cnc32)c1	23	-2	-2	-7	-9	-7	0	-5	-7
CCN(CC)c1nc(OC)nc(-n2nnc(C(C)=O)c2C)n1	37	0	0	-4	4	-21[20 µM]	0	16	0
COc1ccc(N2C(=O)NC(NC(=O)c3ccncc3)(C(F)(F)F)C2=O)cc1 (centres undefined)	1	-2	-2	-8	-11	-30[20 µM]	1	-11	-1
O=C1C2C3C=CC(C3)C2C(=O)N1/N=C/c1ccc(-c2ccccc2[N+](=O)[O-])o1 (centres undefined)	-7	5	6	-4	-10	3	-9	-4	-18
COC(=O)c1sc2nc(N3CCCCC3)c3c(c2c1N)CCCC3	-24	3	2	3	-25	-13[20 µM]	3	-9	-23
Cc1nc2c(nnn2Cc2ccccc2)c(=O)n1-c1ccccc1	-37	1	-2	-7	-8	-20	5	6	2
CCN(C(=O)CSc1cc(C)c2ccccc2n1)C1CCS(=O)(=O)C1 (centres undefined)	27	4	2	-7	-18	-9	-1	2	-7
CCOc1ccc(-c2nn[nH]n2)cc1	-41	4	0	11	-14	-24	-1	-2	4
CC(NS(=O)(=O)c1ccc(F)cc1)C(c1cccs1)N1CCN(C)CC1 (centres undefined)	-9	3	1	-7	-4	-21[20 µM]	-4	-11	5
CC(=O)c1ccc(NC2CC(O)C(O)CO2)cc1 (centres undefined)	21	9	-1	-3	17	-1	-14	-4	-19

Full records from above. Screens in order: Calpain2 inh, p97 ATPase inh, Runt-CBFb FRET, RBBP9 inh, EBV gp42 inh, Furin inh, Runt-SMMHC FRET, NCF1 inh, Tb hexokinase
`Cc1ccc2[nH]c(=O)c(CN(Cc3ccccc3)C(=S)NCCCN(C)C)cc2c1` in the list: 13, 2, ., -2, -1, -11, ., -7, -6
`COc1ccc(-c2cc3nc4c(c(N5CCC6(CC5)OCCO6)n3n2)CCC4)cc1` in the list: -57, -2, -1, -4, -33, -22, 4, -21, -22
`C=C(C)Cn1c(Sc2nnc(C)s2)nc2c1c(=O)[nH]c(=O)n2C` in the list: -12, 4, 2, -2, -3, 1, 4, -9, 2
`COCCSc1ccccc1C(=O)Nc1ccncc1` in the list: -32, 1, 1, -12, -7, -17[20 µM], -1, -15, -4

Sorted by length of the SMILES (low to high): some entries from above.
SMILES	Calpain2 inh	p97 ATPase inh	Runt-CBFb FRET	RBBP9 inh	EBV gp42 inh	Furin inh	Runt-SMMHC FRET	NCF1 inh	Tb hexokinase
COC(=O)c1sc2nc(N3CCCCC3)c3c(c2c1N)CCCC3	-24	3	2	3	-25	-13[20 µM]	3	-9	-23
C=C(C)Cn1c(Sc2nnc(C)s2)nc2c1c(=O)[nH]c(=O)n2C	-12	4	2	-2	-3	1	4	-9	2
O=C1C2C3C=CC(C3)C2C(=O)N1/N=C/c1ccc(-c2ccccc2[N+](=O)[O-])o1 (centres undefined)	-7	5	6	-4	-10	3	-9	-4	-18

Source: PubChem (several laboratories)
